Screening results from PubChem.
NOD1 NF-kB reporter – NOD1 signaling inhibitors, primary screen, cell-based, luminescence, uHTS (AID 1578); NOD1-driven NF-kB luciferase reporter cells, luminescence; higher % means a stronger effect; inhibition, % at 4 µM, or EC50 in µM where a hit was titrated; 290,000 compounds, 1% hits; in the data active = inhibition mostly above about 36%, no sharp cut-off; inactive = mostly below about 34%;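 note: HEK-293T reporter cells stimulated with the NOD1 agonist gamma-tri-DAP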
West Nile virus CPE – West Nile virus antiviral activity, cell-based, CPE readout (AID 1621). West Nile virus-infected cells, CPE inhibition; higher % means a stronger effect. CPE inhibition, % at 10 µM, or IC50 in µM where a hit was titrated. 290,000 compounds, 0.02% hits; in the data active = a potency from the dose series; inconclusive = CPE inhibition mostly from about 3.7% at the one dose, without a potency; inactive = the rest, 99 in 100 with CPE inhibition below about 2.2%; note: strong numbers were not always called active
HEK293 NOD2/NF-kB – NOD2 signaling inhibitors, cell-based, luminescence, uHTS, HEK293 (AID 1566). one-dose inhibition, % at 4 µM; EC50 in µM for titrated hits. 290,000 compounds, 0.63% hits. HEK293 NOD2/NF-kB luciferase reporter, luminescence; higher % means a stronger effect; note: many of its hits are not listed in these tables
KOR beta-arrestin-1 – KOR agonists, beta-arrestin recruitment, primary screen, cell-based, luminescence, uHTS (AID 1777); Kappa-type opioid receptor (Homo sapiens); KOR beta-arrestin recruitment, luminescence; higher % means a stronger effect; activation, % at 10 µM; hits with a dose series show EC50 in µM; 280,000 compounds, 0.02% hits; in the data active = activation above about 50%, passing the limit was not always enough; note: a part of the inactive calls stands beside numbers as strong as those of hits
KOR beta-arrestin-2 – KOR antagonists, beta-arrestin recruitment, cell-based, luminescence, uHTS (AID 1778); Kappa-type opioid receptor (Homo sapiens); 290,000 compounds, 0.091% hits; KOR beta-arrestin recruitment, luminescence, antagonist mode; higher % means a stronger effect; one-dose inhibition, % at 10 µM; IC50 in µM for titrated hits; note: strong numbers were not always called active
HIV peptide binding – inhibitors of HIV fusion peptide binding, primary screen, biochemical, uHTS, fluorescence dequenching (AID 1986). cell-free peptide binding, fluorescence dequenching, 30 min; higher % means a stronger effect. one-dose inhibition, % at 20 µM; IC50 in µM for titrated hits. 290,000 compounds, 0.3% hits; in the data active = inhibition mostly above about 52%, no sharp cut-off; inactive = mostly below about 76%; note: some results filed as inactive read as strong as hits
Dengue-2 NS5 capping – Dengue-2 NS5 methyltransferase inhibitors, primary screen, biochemical, confirmation dose response (AID 588689); Genome polyprotein (Dengue virus type 2 (strain 16681-PDK53)); Dengue-2 NS5 methyltransferase capping enzyme assay, biochemical; higher % means a stronger effect; one-dose inhibition, % at 25 µM; IC50 in µM for titrated hits; 340,000 compounds, 0.3% hits; in the data active = a potency from the dose series; inconclusive = inhibition above about 29% without an active follow-up result
Yfh1-depleted yeast – enhancers of respiration in Yfh1-depleted yeast, dose response, Friedreich's ataxia, plus single-dose screen (AID 1465). 220,000 compounds, 0.074% hits. S. cerevisiae Yfh1-off respiration, WST-1 reduction, 72 h; higher fold induction means a stronger effect. one-dose fold induction at 50 µM; EC50 in µM for titrated hits;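 active = fold induction of absorbance versus untreated yeast above a set limit, then at least 30% activation at any dose in follow-up; inconclusive = repeats straddling the limit, or above it without dose testing; inactive = fold induction below the set limit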;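 note: activators that raise dye reduction in frataxin-depleted yeast; strong numbers were not always called active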
AID2073 – inhibitors of Mint1-CaV2.2 protein interaction, biochemical, HTRF (AID 2073). HTRF protein-protein interaction, Mint1-CaV2.2; higher % means a stronger effect. 290,000 compounds, 0.19% hits. Voltage-dependent N-type calcium channel subunit alpha-1B (Homo sapiens). inhibition, % at 20 µM; hits with a dose series show IC50 in µM; in the data active = inhibition mostly above about 51%, no sharp cut-off; inconclusive = no clear call, values can overlap the other calls; inactive = mostly below about 53%; note: some results filed as inactive read as strong as hits
* hit, by the source's call; i = inactive; ? = inconclusive; . = no result given; [ ] = remark or other dose. Cut-off read from the data, not from the text of the source, unless noted: active = inhibition above about 50%; inactive = the rest. The list is partial, so the mix of outcomes need not match the whole.

SMILES	NOD1 NF-kB reporter	West Nile virus CPE	HEK293 NOD2/NF-kB	KOR beta-arrestin-1	KOR beta-arrestin-2	HIV peptide binding	Dengue-2 NS5 capping	Yfh1-depleted yeast	AID2073
Cc1nn(-c2ccc(N3CCCCC3)nn2)c(C)c1CCC(=O)Nc1cccc(F)c1	2%	0.5%	-35%	11%	-9%	-1.9%	-3%	.	9%
O=C(CN1C(=O)S/C(=C\c2ccccc2)C1=O)Nc1cc([N+](=O)[O-])ccc1O	-24%	-0.3%	1%	3.8%	-8%	44%	24%	.	-6%
CCOC(=O)c1ccc2c(c1)[nH]c(=S)n2CC	-7%	0.8%	-69%	.	-1%[20 µM]	0.1%	-16%	i	-1%
CCn1cc(C(=O)O)c(=O)c2cc3c(cc21)OCO3	-10%	.	15%	0.3%	12%	0.6%	.	.	-1%
COc1ccc(C(=O)c2c(C)c3cc(C)ccc3n2CC(O)CN2CCOCC2)cc1 (configuration not stated)	-6%	-1.5%	27%	2.0%	11%	-1.5%	-8%	i	6%
CC1=CC(=O)C=C(C)C1=NOS(=O)(=O)c1ccccc1	.	-0.8%	.	9.8%	-35%	0.5%	.	i	-25%
COc1ccc(Cl)cc1N(CC(=O)NC1CC1)S(=O)(=O)c1ccc(C)c([N+](=O)[O-])c1	-20%	-0.9%	-9%	11%	20%[20 µM]	2.3%	0%	i	3%
O=S1(=O)N=C(N(CCO)/N=C/c2ccc(Br)cc2)c2ccccc21	-7%	-0.4%	-10%	-4.1%	8%	0.9%	-6%	.	15%
Cc1cc(NC(=O)COC(=O)c2cccc(OCc3ccccc3)c2)no1	-78%	0.6%	-35%	1.2%	-7%	0.6%	-16%	i	3%
O/N=C/c1ccc(OCc2ccccc2)c(Cl)c1	-59%	-1.3%	-113%	-2.3%	8%	-1.1%	-1%	i	4%
CCC(=O)c1c(OCc2ccccc2)ccc2c(C)cc(=O)oc12	4%	-1.4%	15%	3.5%	-33%	1.7%	.	i	11%
Cc1onc(-c2ccccc2Cl)c1C(=O)N1CCOC12CCCCC2	-8%	0.1%	6%	-0.2%	-9%[20 µM]	-0.3%	-5%	i	8%
O=C(CCN1CCN(C(=O)c2ccccc2)CC1)c1ccc(Br)cc1	-7%	-0.7%	15%	-1.5%	8%	0.7%	-5%	.	-14%
CCOC(=O)C1(Cc2ccccc2)CCN(Cc2nccn2CC)CC1	-32%	-0.3%	-11%	-0.8%	10%	-1.2%	-5%	i	-6%
COc1ccc2c(-c3ccccc3)cc3nnnn3c2c1	-14%	-0.2%	28%	.	-31%	-3.3%	-2%	i	-9%
Cc1cccc(OCC(=O)N/N=C\C=C\c2ccc3c(c2)OCO3)c1C	3%	.	-5%	2.3%	6%	-2.8%	2%	.	-13%
CC1CC(C)CN(C(=O)CSc2nc(N)cc(=O)[nH]2)C1 (configuration not stated)	-16%	0.0%	-10%	-3.8%	-12%	-0.8%	-7%	i	-2%
COc1ccc(C2(C)NC(=O)N(CC(=O)NC(C)c3ccc(CC(C)C)cc3)C2=O)cc1 (configuration not stated)	6%	-1.1%	17%	-8.3%	13%	-0.5%	-5%	.	46%
COc1ccc(-c2ccc(C#N)c(OC(=O)c3c(Cl)cccc3Cl)n2)cc1	11%	1.1%	18%	6.0%	-14%	0.3%	8%	i	13%
O=C(O)c1ccc(CS(=O)(=O)Cc2ccccc2F)o1	-33%	0.1%	9%	2.0%	-19%	0.6%	-5%	i	0%
OCCN1CCN(C(=S)Nc2ccc(SC(F)F)cc2)CC1	-16%	0.3%	16%	-2.3%	18%	-1.3%	3%	i	-22%
CCc1ccc(/C=N/n2c(C3CCCCC3)n[nH]c2=S)cc1	-14%	-0.7%	0%	2.1%	-30%	4.9%	-8%	.	0%
CS(=O)(=O)N(CC(=O)Nc1ccc2c(c1)OCCO2)Cc1ccc(Cl)cc1	-38%	0.0%	-19%	-1.2%	25%	0.0%	1%	i	-3%
COc1ccc(Cl)cc1S(=O)(=O)N1CCN=C1C	-18%	0.1%	4%	-1.5%	5%	2.5%	-5%	i	17%
O=C(/C=N/O)Nc1ccc(F)cc1	-4%	1.1%	-1%	2.0%	16%	0.8%	-3%	i	-1%
COc1ccc(NC(=O)CN2CCC(C)CC2)c([N+](=O)[O-])c1	-20%	-0.1%	-19%	0.7%	4%	-0.4%	-5%	i	-6%
O=c1[nH]ccc2c([N+](=O)[O-])cccc12	-30%	0.1%	13%	-4.1%	-5%	-1.8%	.	i	0%
O=C(O)CSc1nnc2c(n1)[nH]c1ccccc12	-60%	-0.6%	-13%	13%	-5%	-0.5%	-5%	i	-3%
COc1cc(C2Nc3ccccc3NC3=C2C(=O)CC(C)(C)C3)cc(OC)c1OC(C)=O (configuration not stated)	9%	0.4%	-8%	-1.4%	-14%[20 µM]	2.2%	-1%	.	12%
CCN(CC(=O)NCC1CCCO1)S(=O)(=O)c1ccc2ccccc2c1 (configuration not stated)	-9%	-0.8%	16%	0.8%	-38%[20 µM]	-1.3%	5%	.	6%
O=C1NC(=O)/C(=C/c2ccc(O)cc2)S1	-21%	0.3%	-78%	-6.4%	13%	-1.2%	-5%	i	0%
CN1CCO/C1=C(\C(Cl)=C(Cl)Cl)[N+](=O)[O-]	-30%	-0.2%	5%	4.8%	17%	-0.9%	-18%	i	-17%
Cc1ccc(/C(O)=C2/C(=O)C(=O)N(CC(=O)O)C2c2ccc([N+](=O)[O-])cc2)cc1 (configuration not stated)	6%	-0.7%	11%	6.6%	-7%[20 µM]	3.5%	4%	.	-3%
Cc1cccc(SC2CCN(Cc3nc(CC4CC4)no3)CC2)c1	-28%	-0.7%	8%	-2.9%	4%	0.8%	-3%	i	-2%
CCC(C)NC(=O)c1ccc(CNS(=O)(=O)c2ccc3c(c2)C(C)(C)C(=O)N3C)cc1 (configuration not stated)	-11%	-0.6%	7%	-4.4%	7%[20 µM]	0.9%	-1%	.	7%
COC(=O)C1=C(C)N(C2CCCCC2)C(=O)/C1=C\c1cccs1	-20%	0.0%	14%	-0.2%	28%	2.3%	.	i	-14%
COc1ccc(/C=C/C(=O)c2ccc3c(c2)OCCO3)cc1[N+](=O)[O-]	-16%	?	-29%	4.0%	7%	1.1%	-7%	i	-1%
CC1(C)CC(=O)C2=C(C1)OC(/N=C/N1CCCC1)=C(C#N)C2c1ccccc1 (configuration not stated)	0%	0.7%	26%	0.9%	18%	0.1%	-8%	i	-4%
O=C(/C=C/c1cn(CC(O)CN2CCOCC2)c2ccccc12)c1cccs1 (configuration not stated)	0%	-0.5%	-4%	-3.4%	33%	36%	.	i	7%
COc1cccc(OCc2cc(C(=O)N(C)C3CC(C)(C)NC(C)(C)C3)no2)c1	-23%	0.0%	16%	1.6%	-12%	-0.7%	-7%	.	14%
CSC1=C(C#N)C(C)CC(=O)N1 (configuration not stated)	-23%	-0.6%	9%	0.7%	-4%	1.4%	-5%	i	-1%
O=S(=O)(Nc1nccs1)c1ccc(Nc2nnc(-c3ccccc3)c3ccccc23)cc1	44%	0.0%	-1%	-0.6%	4%	13%	2%	i	22%
O=C(N[C@@H](Cc1ccccc1)C(=O)NCc1ccc(F)cc1)C1CCNCC1	-7%	-0.2%	16%	-4.7%	-4%	-1.0%	-7%	.	8%
COC(=O)c1ccc(CN2[C@H](C(=O)OC)C[C@@]3(O)[C@@H](O)[C@@H](O)[C@@H](O)C[C@@H]23)cc1	0%	-0.4%	13%	1.1%	15%	-0.2%	-2%	i	4%
CC(C)NC(=O)[C@H](CSCc1ccccc1)N1Cc2ccccc2C1=O	-15%	.	11%	-1.8%	-19%	-2.6%	4%	.	-1%
C=CCn1c(SC2CCOC2=O)nc2scc(C3CC3)c2c1=O (configuration not stated)	-20%	0.9%	14%	2.8%	2%	0.7%	-2%	i	3%
O=S(=O)(c1cccs1)N1CCC(CO)(Cc2ccc(Cl)cc2)CC1	-22%	-1.4%	-24%	1.4%	7%	3.4%	-1%	i	4%
O=C(NCc1nnc(SCC(=O)N2CCC(Cc3ccccc3)CC2)o1)c1ccccc1F	-1%	-0.6%	19%	-0.2%	9%	0.5%	1%	i	7%
CCN(CC)S(=O)(=O)c1ccc2c(c1)nc(CCC(=O)OCC(=O)Nc1c(F)cccc1F)n2C	-1%	0.2%	1%	1.9%	-60%	-2.2%	0%	i	-2%
Cc1nn(Cc2ccc(Cl)cc2)c(=O)n1N(C)c1ncc(C(F)(F)F)cc1Cl	-25%	-0.7%	-10%	0.7%	14%	-0.5%	-6%	i	2%
c1ccc2c(c1)OCC(c1csc3ncnc(N4CCCC4)c13)O2 (configuration not stated)	14%	0.8%	24%	-6.9%	5%	-2.1%	2%	i	-3%
CCCCN(C(=O)CCCc1nc2ccccc2s1)c1c(N)n(CCCC)c(=O)[nH]c1=O	-13%	-0.2%	12%	-2.6%	6%	-0.7%	-4%	.	-6%
O=C(CC(=O)N/N=C\c1c(Cl)cccc1Cl)NCc1ccccc1	10%	0.8%	12%	0.9%	17%	-0.9%	-10%	i	-2%
Cc1noc(C)c1COc1cccc(C(=O)NCCc2c[nH]c3ccccc23)c1	-18%	-0.8%	-12%	0.4%	-12%	1.1%	5%	i	29%
Cc1c(Cl)cccc1NC(=O)N1CCCN(c2nc(-c3ccccc3)ns2)CC1	4%	-1.5%	25%	-2.7%	19%	-0.7%	-8%	i	-9%
Cc1ccc(Cn2cc(/C=N/NC(=O)Cc3nnc(NC(=O)c4ccc(C)cc4)s3)c3ccccc32)cc1	-23%	0.5%	-25%	0.7%	28%	-2.7%	-5%	i	43%
O=C(CSc1ncccn1)NCc1ccccc1	-25%	0.3%	-15%	-0.6%	30%	0.0%	-11%	i	4%
CN1C(=O)N(c2ccccc2)C(Nc2nncs2)C1(C)C (configuration not stated)	16%	0.0%	4%	9.8%	3%	1.2%	1%	i	0%
CC(NC(=O)C1CCCN(S(=O)(=O)c2cnc[nH]2)C1)c1ccccc1 (configuration not stated)	-17%	-0.9%	-8%	0.0%	13%	-0.9%	-1%	i	-5%
O=C(/C=C/c1ccco1)N(Cc1ccccc1)C1CCS(=O)(=O)C1 (configuration not stated)	5%	-0.1%	12%	-1.7%	10%	2.4%	-6%	i	-13%
